Source: PubChem BioAssay
PME-1 primary: blocks human protein phosphatase methylesterase 1 | Q9Y570 | recombinant PME-1, FP-Rh probe fluorescence polarization | inhibition, % at 5.9 µM | hit rate 0.53% among 320,000 | AID 2130;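 active = inhibition above the campaign mean of all compounds plus 3 SD, cut at about 26% in these data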;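 also: competitive labeling of PME-1 active site by serine hydrolase directed probe; 0% = PME-1 with DMSO and 100% = wells lacking PME-1 enzyme; inhibitors block probe labeling so polarization falls and inhibition rises; many of its hits are not listed in these tables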
PAFAH1B2 inh: PAFAH1B2 (human) inhibition; P68402; recombinant PAFAH1B2, FP-rhodamine activity probe, fluorescence polarization; inhibition, % at 3.39 µM; hit rate 1.2% among 340,000;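 active = inhibition above the mean of all tested compounds plus 3 SD, cut at about 24% in these data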;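 also: 0% = enzyme with DMSO and 100% = wells lacking PAFAH1B2; many of its hits are not listed in these tables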
Target sequence (P68402 whole entry, looked up): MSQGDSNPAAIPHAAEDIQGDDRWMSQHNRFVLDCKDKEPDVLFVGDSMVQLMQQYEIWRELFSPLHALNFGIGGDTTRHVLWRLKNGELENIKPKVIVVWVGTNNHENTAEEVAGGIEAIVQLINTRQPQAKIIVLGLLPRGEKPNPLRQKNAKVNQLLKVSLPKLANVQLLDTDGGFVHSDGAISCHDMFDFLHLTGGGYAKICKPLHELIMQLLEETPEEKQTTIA
PREPL inh: inhibits the human prolyl oligopeptidase-like enzyme; hit rate 0.68% among 320,000; inhibition, % at 5.96 µM; recombinant PREPL, fluorescence polarization activity-based probe; Q4J6C6; in the data active = inhibition above about 43%;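 also: 0% = enzyme with DMSO and 100% = wells lacking enzyme; many of its hits are not listed in these tables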
PAFAH1B3 FP inh: blocks human PAF acetylhydrolase 1B catalytic subunit 3 | Q15102 | recombinant PAFAH1B3, FP-rhodamine probe, fluorescence polarization | inhibition, % at 3.39 µM | hit rate 0.28% among 340,000;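 active = inhibition above the screen-wide average of all tested compounds plus 3 SD, cut at about 25% in these data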;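 also: 0% = enzyme with DMSO only and 100% = wells lacking PAFAH1B3 protein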
Target sequence (Q15102 whole entry, looked up): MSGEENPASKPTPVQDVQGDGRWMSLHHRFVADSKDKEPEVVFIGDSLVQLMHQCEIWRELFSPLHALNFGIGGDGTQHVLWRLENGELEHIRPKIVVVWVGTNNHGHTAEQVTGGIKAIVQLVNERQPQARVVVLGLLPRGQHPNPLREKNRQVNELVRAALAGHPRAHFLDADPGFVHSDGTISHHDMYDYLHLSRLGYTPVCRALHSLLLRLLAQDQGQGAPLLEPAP
LYPLA2 counter: counter-screen for PME1 inhibitors: inhibitors of human LYPLA2; O95372; recombinant LYPLA2, FP-Rh probe fluorescence polarization; inhibition, % at 5.9 µM; hit rate 0.38% among 320,000; AID 2177;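 active = inhibition above the screen-wide mean plus 3 SD, limit set per campaign, cut at about 26% in these data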;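 also: 0% = LYPLA2 with DMSO and 100% = wells lacking LYPLA2 enzyme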
GSTO1 counter: counter-screen for RBBP9 inhibitors: inhibitors of human GSTO1; AID 1974; inhibition, % at 5.96 µM; hit rate 1.1% among 300,000; P78417; recombinant GSTO1, activity-based probe fluorescence polarization;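 active = inhibition above the campaign mean inhibition plus 3 SD, cut at about 35% in these data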;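 also: 0% = GSTO1-1 with DMSO and 100% = wells lacking GSTO1-1 enzyme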
PAD4 FP inh: inhibitors of human PAD4; inhibition, % at 6.36 µM; Q9UM07; AID 485272; recombinant PAD4, RCA probe fluorescence polarization; hit rate 0.41% among 330,000;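 active = percent inhibition above a cutoff equal to the mean of all tested compounds plus 3 SD, cut at about 15% in these data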;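 also: 0% = PAD4 with RCA probe and DMSO and 100% = probe without PAD4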
pPAFAH FP inh: pPAFAH (human) enzyme inhibition | hit rate 1.5% among 330,000 | inhibition, % at 3.39 µM | AID 463082 | Q13093 | recombinant pPAFAH, FP-rhodamine probe fluorescence polarization;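 active = inhibition above the mean inhibition across the screen plus 3 SD, cut at about 25% in these data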;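 also: inhibitors block binding of the rhodamine activity-based probe so polarization drops; 0% = enzyme with DMSO and 100% = wells lacking pPAFAH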
Target sequence (Q13093 whole entry, looked up): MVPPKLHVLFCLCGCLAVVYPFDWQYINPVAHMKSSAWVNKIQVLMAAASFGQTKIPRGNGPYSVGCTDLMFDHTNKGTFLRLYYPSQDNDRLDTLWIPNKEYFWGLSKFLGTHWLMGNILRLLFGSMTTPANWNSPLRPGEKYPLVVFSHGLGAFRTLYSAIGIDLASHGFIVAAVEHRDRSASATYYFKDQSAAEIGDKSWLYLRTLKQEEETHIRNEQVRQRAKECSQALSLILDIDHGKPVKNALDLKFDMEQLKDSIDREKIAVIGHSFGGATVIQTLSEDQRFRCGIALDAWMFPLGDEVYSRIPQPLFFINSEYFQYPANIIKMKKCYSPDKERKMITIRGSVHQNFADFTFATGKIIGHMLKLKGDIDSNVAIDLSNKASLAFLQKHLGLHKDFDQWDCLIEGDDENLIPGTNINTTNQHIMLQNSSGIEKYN
LYPLA1 inh: blocks human lysophospholipase 1, a PME1 counter-screen. recombinant LYPLA1, FP-Rh probe fluorescence polarization. inhibition, % at 5.9 µM. hit rate 0.16% among 320,000;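 active = inhibition above the mean of all tested compounds plus 3 SD, set per campaign, cut at about 14% in these data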;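 also: inhibitors block serine hydrolase probe labeling of LYPLA1 so polarization falls; 0% = enzyme with DMSO and 100% = wells lacking LYPLA1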
An asterisk follows results filed as active; nt = no result given; & = joins results of further samples.

Values run as follows: PME-1 primary, PAFAH1B2 inh, PREPL inh, PAFAH1B3 FP inh, LYPLA2 counter, GSTO1 counter, PAD4 FP inh, pPAFAH FP inh, LYPLA1 inh
[1] CC(C)COc1ccc(C(=O)Nc2cc(S(=O)(=O)N3CCOCC3)ccc2N2CCCC2)cc1
    -3, 2, 3, 1, -3, nt, -2, 7, -1
[2] COc1ccc(C(C)=O)cc1COC(=O)c1c(C)nn(-c2ccccc2)c1C
    -2, -1, -17, 4, 8, -5, -2, 2, -1
[3] COc1ccc(NC(=O)Nc2c(C)noc2-c2ccccc2)cc1
    9, 5, 11, 2, -2, 8, 0, 1, -2
[4] O=[N+]([O-])c1ccc2cn[nH]c2c1
    1, -1, 0, 1, 4, 4, -2, 4, 1
[5] CC(OC(=O)c1cccs1)C(=O)NCc1ccc2c(c1)OCO2 (configuration not stated)
    -1, 0, 1, 5, -5, 5, -3, -1, -1
[6] COCCOC(=O)c1c(C)oc2ccc(OCc3ccccc3)cc12
    -2, -2, -3, -4, 1, 1, -1, -4, 0
[7] Cc1cc2c(cc1S(=O)(=O)N1CCN(c3ccccc3)CC1)OCC(=O)N2
    1, -4, 3, -5, 3, -1, 1, -5, 0
[8] Cc1ccc(C(=O)CCC(=O)NNC(=O)c2ccccc2O)cc1
    0, 0, 8, 3, 2, nt, -3, 5, 4
[9] COc1ccccc1NC(=O)CCS(=O)(=O)c1ccc2c(c1)oc(=O)n2C
    -7, 5, -6, 2, 2, -1, 4, 3, -1
[10] CC(C)/C=C1\CC/C(=C\c2cccnc2)C1=O
    2, 7, -2, -3, -1, 8, 2, 4, 1
[11] CCOC(=O)/C(C#N)=C/c1cn(CCOc2ccccc2)c2ccccc12
    -1, 0, 0, -1, 0, -2, -4, 6, -2
[12] CC(Oc1ccccc1)C(=O)NCc1cccnc1 (configuration not stated)
    -2, 11, 17, 6, -4, -3, -1, 1, 1
[13] Cc1ccc(C(=O)Nc2cccc([N+](=O)[O-])c2)cc1S(=O)(=O)Nc1ccc(C(=O)O)cc1
    -1, 0, 3, 1, 5, 0, 4, -1, -2
[14] COc1ccccc1N1CCN(C2CCCN(S(=O)(=O)c3ccc(C)cc3)C2)CC1 (configuration not stated)
    5, 4, 6, 8, 4, 8, 0, 1, -1
[15] CCOc1ccc(Nc2nc(N)c([N+](=O)[O-])c(N3CCN(C)CC3)n2)cc1
    -4, 0, 15, 9, 0, 0, -4, 4, 0
[16] COCCC1CCCCN1C(=O)c1ccc2nc(Cc3ccccc3F)oc2c1 (configuration not stated)
    11, 0, 25, 3, -2, -2, 1, 3, -2
[17] Cc1onc(-c2c(F)cccc2Cl)c1C(=O)OCC(=O)N1C(C)CCCC1C (configuration not stated)
    nt, 3, 21, -4, nt, nt, -1, 8, nt
[18] CNC(=O)c1cc(C(=O)c2ccc(C(F)(F)F)cc2)c[nH]1
    3, 11, 5, 1, -5, 8, 8, 0, -4
[19] Cc1ccccc1N1C(=O)CSC1=C(C#N)C#N
    -8, -1, -2, -3, -9, -2, -30, -3, -2
[20] O=C(COc1ccc(F)cc1Br)NCc1ccccn1
    0, -2, -4, 4, -8, -2, -7, -7, -5
[21] O=S(=O)(Nc1ccc2ccccc2n1)c1ccc2c(c1)CCO2
    8, 3, 0, 8, 2, -4, 1, 4, -2
[22] COc1cc(CNC(C)(C)CO)cc(Br)c1OCc1ccc(Cl)cc1Cl
    -3, 6, -58, 0, -2, -3, -8, 18, -3
[23] COc1ccc(-c2nc(CSCC(=O)N3CCN(C)CC3)c(C)o2)cc1OC
    -11, 0, -8, 12, -3, -2, 2, -7, 0
[24] Cc1cc(C)n(CNc2nc(C(F)(F)F)cs2)n1
    -3, -1, -2, 2, -4, 1, -4, 4, 3
[25] COc1ccc(CNC(=O)COc2cccnc2[N+](=O)[O-])cc1
    1, 4, -2, 12, -2, 1, 1, 1, -1
[26] O=C1N/C(=N/N=C/c2ccccc2)SC1(c1ccccc1)c1ccccc1
    -2, -2, -14, 1, 8, 1, -1, 7, 0
[27] Cc1cc(=O)[nH]c(SCC(=O)NNC(=O)Cc2ccccc2)n1
    0, 0, 0, 9, 0, -4, 0, 2, -1
[28] COc1ccc2cc(CN(CCc3ccccc3)Cc3nnnn3CC3CCCO3)c(=O)[nH]c2c1 (configuration not stated)
    -1, -3, 5, -13, -2, 1, -7, 2, -1
[29] COc1ccc(-n2cnnc2SCC(=O)NCc2cccs2)cc1
    4, 4, -3, 2, -3, 1, -4, 0, 3
[30] COCCCn1c(SCC(=O)NC2CCCC2)nnc1-c1ccncc1
    -4, 2, 12, 9, -1, 2, 0, 1, 2
[31] FC(F)(F)COc1nc(N/N=C/c2cccnc2)nc(N2CCCCC2c2ccccn2)n1 (configuration not stated)
    -4, 9, -4, 4, -7, 11, -14, -7, -6
[32] Cc1ccc(C)c(Oc2coc3cc(OCC(=O)Nc4ccccc4C(C)C)ccc3c2=O)c1
    -17, nt, -2, nt, -6, -16, 0, 3, -10
[33] Nc1ccn([C@H]2C[C@H](O)[C@@H](CO)O2)c(=O)n1
    -10&1, 1&17, 1&19, -2&9, 7&2, 4&0, -2&2, -3&-2, 1&3
[34] CN1C(=O)C2C=CC1C1C(=O)N(c3ccccc3)C(=O)C21 (configuration not stated)
    -3, 3, 4, 9, 3, 5, -7, 5, -1
[35] Cc1cc(OCCCC(=O)NNC(=O)c2ccncc2)ccc1Cl
    -1, 3, 6, 4, -5, -3, 4, 2, -5
[36] CC(C)(C)C(=O)Nc1ccccc1C(=O)NCCCn1ccnc1
    4, 6, -3, 3, 0, -7, -2, 6, 0
[37] Cc1cc(C)n2nc(SCC(=O)NC(=O)c3ccccc3Cl)nc2n1
    6, 3, 2, 7, 1, nt, 1, 1, 4
[38] CN1CCN(c2ccc([N+](=O)[O-])cc2S(=O)(=O)N2CCOCC2)CC1
    -1, 4, 10, 3, 6, -2, 0, 4, 0
[39] CC(=O)Nc1ccc(OCC(O)Cn2nc(C)c(C)c2C)cc1 (configuration not stated)
    -4, 3, -6, 9, 2, 8, 0, 0, -1
[40] CCCn1c(N2CCOCC2)nc2c1c(=O)[nH]c(=O)n2C
    0, -1, -1, -1, 3, 6, -1, 5, -2
[41] Cc1cc(C)c2cc(CN(CCCN(C)C)C(=S)NCc3ccccc3)c(=O)[nH]c2c1
    1, 2, -21, 11, 2, -2, 1, -3, -3
[42] CC(C)C[C@H](NC(=O)N1CC(=O)Nc2ccccc21)C(=O)N[C@H](Cc1ccccc1)C(=O)O
    1, 6, -1, 8, -6, 15, 4, 1, -2
[43] COc1ccc(/C=N/Nc2nc(C)cc(-c3ccccc3)n2)c(OC)c1
    6, 0, 10, 4, 2, 8, 1, 6, -5
[44] Nc1nc2n(n1)C(c1cccs1)CC(c1ccc(F)cc1)N2 (configuration not stated)
    -7, -2, 40, 1, 0, 6, -1, 1, -5
[45] O=C(c1cnn(C(=O)c2ccccc2)c1)c1ccccc1O
    2, 2, 8, 2, 1, 9, -3, 3, 2
[46] CCCn1c(-c2cccnc2Cl)nc2cc(Cl)c(Cl)cc21
    6, 1, -2, 10, -5, 2, -2, 2, -2
[47] COC(=O)C(C(=O)OC)c1ccccc1[N+](=O)[O-]
    2, 3, -4, 0, -2, -3, 4, 6, 0
[48] Cc1ccc(OS(=O)(=O)c2cn(C)c(=O)n(C)c2=O)cc1C
    1, 2, 34, 6, 11, 2, 1, 1, 5
[49] O=C(CCNC(=O)c1ccc(Br)cc1)NNC(=O)COc1ccccc1F
    nt, 4, 9, 3, nt, nt, 3, 5, nt
[50] C=CCC[C@@H](Cc1ccc(F)cc1)C(=O)OC[C@@H](Cc1c[nH]c2ccccc12)NC(=O)[C@@H](CC=C)CC(=O)NCCO
    nt, 4, 21, 12, nt, nt, -3, 8, nt

Continued.
Values run as follows: PME-1 primary, PAFAH1B2 inh, PREPL inh, PAFAH1B3 FP inh, LYPLA2 counter, GSTO1 counter, PAD4 FP inh, pPAFAH FP inh, LYPLA1 inh
[51] Cc1ccc(C(=O)NN=C2CCCCCC2)s1
    4, 4, 6, -1, 4, -8, 0, 7, -4
[52] NC(=O)[C@@H]1CCCNc2c(I)cc([N+](=O)[O-])cc2C(=O)N[C@@H](CCC(=O)O)C(=O)N[C@@H](CO)C(=O)N1
    -1, -4, 4, 0, 3, 7, 2, 6, 2
[53] Cc1nc(SCC(=O)Nc2ccc(S(=O)(=O)N3CCOCC3)cc2)c2c(C)c(C)sc2n1
    nt, -4, 15, -3, nt, nt, -2, -12, nt
[54] COc1cccc2cc(C(=O)Oc3ccc(NC(C)=O)cc3)c(=O)oc12
    1, 3, 2, 3, 0, 2, -8, 0, 1
[55] O=C(O)CCCCCCNS(=O)(=O)c1ccccc1
    -1, 2, 12, -1, 6, 0, -7, 0, 3
[56] O=C(NC1CCCCC1)C(c1ccccc1)N(Cc1ccco1)C(=O)c1csnn1 (configuration not stated)
    1, 0, 7, 1, 3, 3, -4, 7, 1
[57] O=C(NCCS(=O)(=O)c1ccc(Br)cc1)c1c(F)cccc1F
    -8, 5, -5, -6, 5, 2, -1, 5, 4
[58] O=C(N1CCCCC1)N1CCC(c2nc3ccccc3[nH]2)CC1
    -1, 5, -8, 3, 1, 1, 0, 0, 0
[59] COc1ccc(-c2cc3c(=O)n(CC(=O)NCCN4CCCC4)nc(C)n3n2)cc1
    -1, 0, -43, -2, 21, 1, 0, 3, -1
[60] C/C(=N\OCC(=O)NCC(F)(F)F)c1cc2ccccc2o1
    -5, -4, -2, -2, 8, 6, 0, 10, 1
[61] C[C@H]1CN([C@@H](C)CO)C(=O)Cc2cc(NC(=O)Cc3cn(C)c4ccccc34)ccc2O[C@@H]1CN(C)S(=O)(=O)c1cn(C)cn1
    nt, 8, 15, 7, nt, nt, 3, 5, nt
[62] CCOC(=O)/C(=C\c1c[nH]c2ccccc12)NC(C)=O
    2, 4, -8, 7, 1, 1, 0, 4, -3
[63] CC1CCCN(CC(O)COC(c2ccccc2)c2ccccc2)C1 (configuration not stated)
    6, 2, 14, 7, 2, -4, -4, 0, 1
[64] COc1ccc(-c2coc3c(C)c4oc(=O)c(CCC(=O)O)c(C)c4cc23)cc1
    -18, 4, 10, 5, -9, -37, -3, 25*, -9
[65] O=C(CCc1nnc2n(Cc3ccccc3)c(=O)c3ccccc3n12)NCCN1CCOCC1
    -1, 2, -4, -4, -1, 4, -3, 5, -1
[66] Cc1cc(C)nc(NC(=O)c2ccc(COc3ccccc3Cl)cc2)c1
    -10, -7, -7, -4, -24, -4, -1, -8, -12
[67] Cc1ccc(NC(=O)CCC(=O)N/N=C/c2ccc(O)cc2)cc1
    1, 4, 1, -1, -7, 4, 3, 2, -5
[68] C/C(=N\Nc1nc2ccccc2[nH]1)c1ccc2c(c1)OCO2
    -25, 6, 47*, 12, -7, -2, -3, -1, 1

A portion of the library (hit frequency here may not be typical).
